Screening results as filed in PubChem.
Yfh1-off respiration = enhancers of respiration in Yfh1-depleted yeast, dose response, Friedreich's ataxia, plus single-dose screen (AID 1465); S. cerevisiae Yfh1-off respiration, WST-1 reduction, 72 h; higher fold induction means a stronger effect; one-dose fold induction at 50 µM; EC50 in µM for titrated hits; hit rate 0.074% among 220,000;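 active = fold induction of absorbance versus untreated yeast above a set limit, then at least 30% activation at any dose in follow-up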;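 note: activators that raise dye reduction in frataxin-depleted yeast; strong numbers were not always called active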
MT stabilizer = microtubule stabilization, imaging screen | AID 2205 | hit rate 0.83% among 200,000 | HeLa tubulin immunostaining HCS, 24 h; share of cells brighter than vehicle mean+2SD | % tubulin-high responders, % at 10 µM;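 active = plate Z-score above 3 for both tubulin-high and condensed-nucleus cell shares, with cell loss under 80%, at 10 µM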;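 note: anti alpha tubulin signal scored within the nucleus-defined area of each cell; some results filed as inactive read as strong as hits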
b-catenin transl = beta-catenin nuclear translocation modulation. HeLa beta-catenin nuclear translocation, immunofluorescence imaging. nuclear translocation activity, % at 5 µM. hit rate 0.3% among 190,000. AID 1665;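 active = nuclear translocation activity above 50% at 5 µM, with a well cell count of 50 or more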;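 note: per-cell ratio of nuclear to cytoplasmic median beta-catenin stain intensity; plate controls were DMSO negative control for no effect and GSK-3 inhibitor IX positive control for full effect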
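Technique: fluorescence imaging of beta-catenin antibody stain plus DAPI / Material: human HeLa cell line / Incubation: compound treatment 24 h, 37°C, 5% CO2 / Read-out basis: % activation of per-cell nuclear versus cytoplasmic median beta-catenin signal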
HIV peptide binding = inhibitors of HIV fusion peptide binding, primary screen, biochemical, uHTS, fluorescence dequenching (AID 1986) | cell-free peptide binding, fluorescence dequenching, 30 min; higher % means a stronger effect | inhibition, % at 20 µM; hits with a dose series show IC50 in µM | hit rate 0.3% among 290,000; in the data active = inhibition mostly above about 52%, no sharp cut-off; inactive = mostly below about 76%; note: some results filed as inactive read as strong as hits
Autophagy HCS = modulators of autophagy. AID 463193. MEF GFP-LC3 puncta imaging; test concentration mostly 10 µM. hit rate 0.98% among 190,000. calls only at 10 µM (by protocol);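 active = percentage of spot-positive cells more than 3 SD above its plate mean, without a fluorescence outlier flag or 80% toxicity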;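 note: spot-positive cell cutoff set from DMSO-treated cells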
Ins promoter up = MIN6 insulin promoter up-regulation. MIN6 insulin promoter-GFP reporter, high-content imaging; hits give high values. z-score at 5 µM. hit rate 0.3% among 190,000;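 active = z-score above 3 at 5 µM with at least 500 cells counted in the well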
WT yeast gro inh = growth inhibition of WT yeast, mitochondrial fusion screen. mitochondrial fusion phenotypic screen, WT strain. inhibition, % at 10 µM. hit rate 2.1% among 190,000. AID 1362; in the data active = inhibition above about 58%; tested in S. cerevisiae
Dynein cargo inh = dynein cargo transport inhibition; hit rate 0.47% among 220,000; 3617.4 mouse cells, GR-EGFP nuclear translocation imaging; test concentration mostly 20 µM; stimulated with dexamethasone, 1 µM; hits give low values; AID 1381; z-score, hits read low;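 active = plate z-score of nuclear minus cytoplasmic receptor signal below a set negative limit, without overly bright fluorescence or cell loss, cut at about -3.5 in these data, passing the limit was not always enough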;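 note: z-score of nuclear minus cytoplasmic ring GR-EGFP intensity difference per well; some compounds called inactive have numbers as strong as hits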
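Schedule: 48 h induction, then 1 h compound, then 30 min agonist, 37 °C. Buffer or medium: tetracycline-free induction medium containing charcoal-stripped FBS. Reagent: 1.0 µM final dexamethasone stimulus. Evaluation: nuclear versus cytoplasmic GR-EGFP signal, averaged per well. Signal: high-content fluorescence imaging after fixation.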
AID2073 = inhibitors of Mint1-CaV2.2 protein interaction, biochemical, HTRF (AID 2073) | hit rate 0.19% among 290,000 | inhibition, % at 20 µM; hits with a dose series show IC50 in µM | HTRF protein-protein interaction, Mint1-CaV2.2; higher % means a stronger effect; in the data active = inhibition mostly above about 51%, no sharp cut-off; note: some results filed as inactive read as strong as hits
WT yeast gro inh mutant strain = further read-out of WT yeast gro inh, marked with its call; inhibition, %; mitochondrial fusion phenotypic screen, mutant strain inhibition
Dynein cargo inh cytoplasmic EGFP = recorded beside Dynein cargo inh, whose call it bears; z-score; measured here: cytoplasmic GR-EGFP intensity; hits give high values
Dynein cargo inh nuclear GR-EGFP = further read-out of Dynein cargo inh, marked with its call; z-score; measured here: nuclear GR-EGFP intensity;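 lower value marks the stronger effect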
Dynein cargo inh cell count = further read-out of Dynein cargo inh, marked with its call; z-score; measured here: cell count per field
Ins promoter up cell count = second read-out of Ins promoter up, no call of its own (marks repeat the call); cell count; measured here: cytotoxicity, nuclei count;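 total cells summed across four imaged fields per well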
b-catenin transl cell count 5 µM = recorded beside b-catenin transl, whose call it bears; cell count; measured here: cell count, cytotoxicity flag
MT stabilizer Hoechst-high % = also measured in MT stabilizer; calls as there; % Hoechst-high responders; measured here: nuclear condensation Hoechst responders;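 share of cells brighter than vehicle mean plus two SD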
MT stabilizer cytotoxicity % = recorded beside MT stabilizer, whose call it bears; toxicity, %; measured here: cytotoxicity by cell density;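 0% = mean cell density of plate MIN control wells and 100% = no cells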
Autophagy HCS cell loss 18 h = recorded beside Autophagy HCS, whose call it bears; toxicity, %; measured here: cell loss, nuclei count;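 cell loss after 18 h compound exposure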
Numbers without * were called inactive; i = inactive; / = not tested or not shown.

SMILES	Yfh1-off respiration	MT stabilizer	MT stabilizer Hoechst-high %	MT stabilizer cytotoxicity %	b-catenin transl	b-catenin transl cell count 5 µM	HIV peptide binding	Autophagy HCS	Autophagy HCS cell loss 18 h	Ins promoter up	Ins promoter up cell count	WT yeast gro inh	WT yeast gro inh mutant strain	Dynein cargo inh	Dynein cargo inh cytoplasmic EGFP	Dynein cargo inh nuclear GR-EGFP	Dynein cargo inh cell count	AID2073
Cc1cc(Br)ccc1SCC(=O)OCC(=O)NC(C)c1ccccc1 (stereo not drawn)	i	0.8	3.9	2.7	1.3	588	0.9%	i	-2	0.12	1243	1	-1	-0.99	-0.27	-0.87	1	-30%
CC(C(=O)O)n1nnc2ccccc21 (stereo not drawn)	i	/	/	/	-0.1	1253	-1.5%	/	/	0.14	1353	/	/	1.3	-0.069	0.55	0.18	-13%
Cc1ccc(NC(=O)COC(=O)c2cccnc2)c(C)c1	i	3.6	1.5	7.8	-0.3	1471	0.1%	i	-10	0.5	1562	-9	-11	-0.0024	-0.35	-0.32	0.82	-2%
Cc1nnc(N(C(=O)c2cnccn2)c2ccccc2)s1	i	2.1	1.1	4.4	-6.4	945	0.1%	i	4	-0.11	1438	-8	-1	1.7	-0.19	0.49	-0.97	-4%
Cc1cc(C(F)F)nn1CC(=O)Nc1cc([N+](=O)[O-])ccc1F	i	4.2	3.2	6.3	/	/	0.6%	i	-4	-0.07	1299	4	15	0.62	-0.2	0.2	-1.5	18%
Cc1nc(N2CCN(C(=O)CCC(=O)O)CC2)c2c(C)c(C)sc2n1	i	3.2	3.4	14	0.8	1186	2.3%	i	-10	0.23	1231	-12	-7	-0.23	-0.18	0.32	-0.15	6%
CCC(NC(=S)NCc1ccccc1)C(=O)O (stereo not drawn)	i	1.6	1.5	3.9	-11	1025	0.2%	i	9	/	/	0	-11	-0.78	1.7	-0.38	-0.016	-8%
CCCn1c(SCC(=O)N2CCc3ccccc32)nnc1-c1ccncc1	i	4.6	2.4	7.5	-7.5	987	3.0%	i	-5	-1.4	1339	2	0	0.077	-0.19	0.32	0.7	0%
CCNC(=O)COC(=O)c1cc(C)n(-c2ccccc2)c1C	i	1.6	1.6	4.8	-2.8	1096	2.0%	i	-3	-0.72	1223	3	-23	0.086	-0.19	-0.022	0.44	-7%
CNC(=O)C(Sc1nc(C)nc2c1oc1ccccc12)C(C)=O (stereo not drawn)	i	2.2	2.4	5.4	/	/	-2.2%	i	2	0.41	938	3	-17	1.1	0.33	0.78	-0.51	12%
COc1cccc(-c2nc(CS(=O)CC(=O)NCc3ccccc3Cl)c(C)o2)c1 (stereo not drawn)	i	2.5	3.9	5.7	/	/	-2.2%	i	7	0.32	1017	7	1	-0.7	-0.22	-0.39	0.54	9%
COC(=O)c1ccccc1NC(=O)Cn1cnc2c(cnn2-c2ccc(C)c(C)c2)c1=O	i	4.9	4.4	4.9	/	/	/	i	8	/	/	/	/	0.12	-0.23	0.39	0.064	/
N#Cc1c(N)nc(SCc2ccncc2)c(C#N)c1-c1cccs1	i	4.9	3.5	3.6	-0.5	967	-1.1%	i	-8	-0.5	1211	16	25	-0.62	-0.17	0.13	0.069	15%
CCOC(=O)c1nc(NCc2ccccc2C)c2ccccc2n1	i	3.3	2.8	10	0.2	1137	-1.4%	i	3	-0.16	1278	4	16	-0.082	0.5	0.1	0.05	0%
COC/C=C/C1=CC2=CC(=O)C(C)(OC(=O)c3cnc4ccccc4n3)C(=O)C2=CN1Cc1ccccc1 (stereo not drawn)	i	/	/	/	1.9	1101	15%	/	/	0.28	673	/	/	-2.6	1.2	-1.9	-1.1	59%
COC(=O)c1c(C)[nH]c(C(=O)CN2CCOCC2)c1C	i	2.4	1.6	11	5.4	965	-0.9%	i	-1	0.06	811	-12	-11	0.27	-0.19	0.3	-0.36	-4%
O=C(CSCc1ccc([N+](=O)[O-])cc1)N/N=C/c1ccncc1	i	1.8	1.6	6.6	0.9	1023	-1.4%	i	20	-0.21	1296	-8	6	-1.4	0.0062	-0.75	1.1	-7%
COc1ccc(N2CCN(C(=O)c3ccc(N(C)S(=O)(=O)c4ccc(OC)cc4)cc3)CC2)cc1	i	4.0	2.1	9.3	0.5	1010	-1.2%	i	10	-1.5	1260	30	21	0.49	-0.26	0.43	-0.4	-9%
Cc1ccc2nc3c(cc(C#N)c(=N)n3CC3CCCO3)c(=O)n2c1 (stereo not drawn)	/	/	/	/	-6.5	980	-2.4%	/	/	0.16	1329	/	/	/	/	/	/	12%
Cc1ccc(-c2onc3ccc(C4OCCO4)cc23)cc1	i	2.6	3.2	4.1	-1.2	1092	0.2%	i	4	-0.06	1305	-12	4	-0.036	-0.19	0.048	0.24	-9%
COc1ccc(CCNC(=O)c2c(C)cc(=O)oc2C)cc1OC	i	2.6	2.4	4.5	/	/	-1.7%	i	12	/	/	-5	1	0.05	-0.23	-0.8	0.35	-7%
COCCN1Cc2cccc(C(=O)NCc3cccnc3)c2C1=O	i	3.0	2.6	6.4	/	/	0.3%	i	-1	0.55	968	6	4	-0.76	-0.25	-0.41	0.39	-3%
COc1ccc(N/N=C(\C#N)C(=O)NCCc2ccc(OC)c(OC)c2)cc1	i	/	/	/	-3.0	1163	0.1%	/	/	-0.47	1505	/	/	-0.12	0.68	0.13	0.31	-13%
CCCCCCNC(=O)C(=O)NCCc1ccc(Cl)cc1	i	6.3	9.7	8.3	2.4	1028	1.4%	i	9	0.15	1411	6	-15	0.91	-0.18	1.1	-0.26	38%

Next part, overlapping the part above by 2 compounds.
SMILES	Yfh1-off respiration	MT stabilizer	MT stabilizer Hoechst-high %	MT stabilizer cytotoxicity %	b-catenin transl	b-catenin transl cell count 5 µM	HIV peptide binding	Autophagy HCS	Autophagy HCS cell loss 18 h	Ins promoter up	Ins promoter up cell count	WT yeast gro inh	WT yeast gro inh mutant strain	Dynein cargo inh	Dynein cargo inh cytoplasmic EGFP	Dynein cargo inh nuclear GR-EGFP	Dynein cargo inh cell count	AID2073
COc1ccc(N/N=C(\C#N)C(=O)NCCc2ccc(OC)c(OC)c2)cc1	i	/	/	/	-3.0	1163	0.1%	/	/	-0.47	1505	/	/	-0.12	0.68	0.13	0.31	-13%
CCCCCCNC(=O)C(=O)NCCc1ccc(Cl)cc1	i	6.3	9.7	8.3	2.4	1028	1.4%	i	9	0.15	1411	6	-15	0.91	-0.18	1.1	-0.26	38%
Cc1nn(CC(=O)Nc2cccnc2N2CCOCC2)c(=O)c2ccccc12	/	/	/	/	-2.2	938	-0.6%	/	/	-0.1	1175	10	2	/	/	/	/	2%
O=C(NCc1ccco1)C(c1cccnc1)N(C(=O)Cn1nnc2ccccc21)c1ccc(F)cc1 (stereo not drawn)	i	1.9	1.4	4.6	-2.5	1065	3.2%	i	-2	/	/	-4	15	-0.44	-0.12	-0.31	0.22	-7%
CCN1CCN(S(=O)(=O)c2ccc(Br)s2)CC1	i	4.1	1.1	1.4	-1.9	1141	-2.2%	i	-9	-0.52	1351	44	72	-3.1	2.6	-1.2	-1	13%
CC(NC(=O)c1noc2c1CCCCC2)c1ccccc1 (stereo not drawn)	i	3.5	1.1	0.9	-1.1	1091	0.4%	/	/	-1.2	1446	19	3	-0.82	-0.3	-0.43	0.61	5%
O=[N+]([O-])c1ccc(NCCCNS(=O)(=O)c2ccc(Cl)cc2)c(Cl)c1	/	1.5	1.0	9.1	1.4	1354	-0.1%	i	12	-2.3	801	60*	26*	0.94	-0.12	1.1	-1	0%
C/C(Cn1cnc([N+](=O)[O-])n1)=N\NC(=O)c1ccc(Br)cc1	i	4.2	1.4	5.9	-3.1	541	-1.7%	i	2	0.08	1330	-20	-5	-0.66	-0.29	-0.64	0.82	-4%
O=C(O)c1ccc(-c2ccccc2C(F)(F)F)o1	i	4.5	2.7	6.6	-4.1	1252	0.3%	i	27	-0.92	1352	22	27	-0.21	-0.2	0.15	-0.14	8%
Cn1cccc1CC(=O)NNC(=S)Nc1ccc(F)cc1	i	4.3	2.1	0.6	-2.1	969	-2.8%	i	-16	0.42	1317	-14	-1	-0.49	-0.29	-0.46	0.28	0%
COc1ccccc1N/C(=N/S(=O)(=O)c1ccc(C)cc1)c1ccccc1	i	4.7	3.9	3.1	-1.4	511	-1.4%	i	-8	0.81	1298	-22	-45	-0.44	-0.33	-0.54	0.83	-5%
CCc1nnc(NS(=O)(=O)c2ccc(N=CC3=C(O)CC(C)(C)CC3=O)cc2)s1	i	3.5	1.9	4.9	-1.4	1093	1.0%	i	6	-0.18	1182	-2	-4	-1.1	-0.02	-0.53	0.98	6%
CCn1c(SCC(=O)c2ccc(Cl)cc2)nnc1-c1cccs1	i	1.7	1.1	9.1	0.0	1119	0.7%	i	4	/	/	-9	-8	-0.9	0.54	-0.44	1.3	1%
Cc1ccc(OCC(=O)Nc2ccc3c(c2)nc(CCN2CCOCC2)n3C)cc1	i	5.8	2.9	10	-1.4	1163	4.4%	i	6	-0.13	1243	6	18	-0.5	-0.2	0.0086	-0.12	11%
COc1cc2c(cc1OC)C(C(=O)Nc1ccccn1)C(c1cccnc1)N(C)C2=O (stereo not drawn)	i	2.7	2.5	1.5	-0.5	1419	0.4%	i	-13	-0.15	1599	8	-5	-0.11	-0.32	-0.18	0.27	7%
COC(=O)CCC(=O)OC1(C)C(=O)C=C2C=C(C3CC3)N(Cc3ccccc3)C=C2C1=O (stereo not drawn)	i	/	/	/	1.6	1119	-0.5%	/	/	1.6	830	/	/	-0.26	-0.72	0.15	-0.22	-3%
Cc1noc(C)c1C(=O)OCC(=O)c1ccc[nH]1	i	2.7	3.1	3.5	-0.3	1124	-0.6%	i	-11	0.57	1024	-8	-19	-0.65	-0.22	-0.15	0.75	0%
CC1(C)CC(=O)C(C=NCC2CCN(C(=O)Nc3ccc(Cl)c(Cl)c3)CC2)=C(O)C1	i	3.1	1.8	9.2	-3.0	1045	-2.0%	i	-2	-0.19	1415	7	23	0.11	-0.14	-0.041	0.27	-8%
